# Screens (PubChem)
# PDI inh – inhibitors of human PDI, primary screen, biochemical, turbidity, single point, plate reader | Protein disulfide-isomerase (Homo sapiens), P07237 | PDI insulin aggregation turbidity, A650, 90 min | inhibition, % at 10 µM | actives 0.052% (n = 350,000);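 active = mean inhibition across replicates of 30% or more, whatever share of single replicates reach that level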;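 note: absorbance from insulin aggregation driven by PDI reduction with DTT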
# Target sequence (P07237 whole entry, looked up): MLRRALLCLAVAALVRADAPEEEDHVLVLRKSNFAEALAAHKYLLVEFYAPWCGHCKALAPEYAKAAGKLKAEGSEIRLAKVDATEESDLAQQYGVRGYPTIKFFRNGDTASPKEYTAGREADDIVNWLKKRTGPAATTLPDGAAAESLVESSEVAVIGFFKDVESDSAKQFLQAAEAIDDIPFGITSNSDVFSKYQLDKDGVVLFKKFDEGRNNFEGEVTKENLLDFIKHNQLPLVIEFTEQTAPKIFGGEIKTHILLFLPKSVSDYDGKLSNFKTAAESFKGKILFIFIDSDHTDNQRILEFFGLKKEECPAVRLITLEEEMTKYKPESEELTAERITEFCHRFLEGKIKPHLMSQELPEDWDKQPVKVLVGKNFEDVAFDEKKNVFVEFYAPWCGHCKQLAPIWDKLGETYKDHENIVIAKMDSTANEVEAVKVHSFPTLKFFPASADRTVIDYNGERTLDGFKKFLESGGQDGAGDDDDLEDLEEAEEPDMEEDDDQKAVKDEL
# MITF TRPM1 inh – inhibitors of MITF-dependent TRPM1 promoter reporter, primary screen, cell-based, SK-MEL-5, single point, luciferase. AID 488899, 2010. inhibition, % at 12.5 µM. SK-MEL-5 TRPM1 promoter luciferase, 24 h. actives 0.83% (n = 330,000);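 active = mean inhibition across replicates of 60% or more, whatever share of single replicates reaches that level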; note: values of inactives mirror those of a sister screen read the other way
# m5-HT2A agonist – mouse Htr2a agonists via beta-arrestin recruitment, primary screen, cell-based, luminescence | activation, % at 7.6 µM | CHO-K1 mHTR2A beta-arrestin complementation; percent of 30 µM serotonin response | actives 0.66% (n = 360,000) | AID 624169, 2012;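 active = activation above a run cutoff, the mean activation of all tested compounds plus 3 SD, cut at about 14% in these data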;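 note: 0% = plate median of compound wells and 100% = 30 µM serotonin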
# Target sequence (P35363 whole entry, looked up): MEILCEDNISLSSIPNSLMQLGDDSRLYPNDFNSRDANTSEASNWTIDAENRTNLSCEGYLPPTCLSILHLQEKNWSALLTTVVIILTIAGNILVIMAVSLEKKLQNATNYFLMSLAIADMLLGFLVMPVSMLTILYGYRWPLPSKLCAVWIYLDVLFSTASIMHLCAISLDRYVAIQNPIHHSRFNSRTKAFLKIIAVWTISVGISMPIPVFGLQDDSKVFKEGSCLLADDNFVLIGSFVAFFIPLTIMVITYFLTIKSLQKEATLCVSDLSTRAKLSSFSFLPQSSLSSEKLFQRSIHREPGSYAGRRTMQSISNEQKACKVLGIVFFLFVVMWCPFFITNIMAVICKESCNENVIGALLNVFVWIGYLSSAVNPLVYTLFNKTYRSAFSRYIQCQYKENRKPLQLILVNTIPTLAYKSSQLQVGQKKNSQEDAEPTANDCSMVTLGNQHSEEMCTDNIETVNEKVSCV
# NR2E3 ag-1 – inhibitors of NR2E3-RetCOR corepressor binding, primary screen, NR2E3 agonist project, biochemical, TR-FRET, GST-NR2E3, biotin-RetCOR; Photoreceptor-specific nuclear receptor (Homo sapiens), Q9Y5X4; inhibition of corepressor binding, % at 4.78 µM; 1536-well; AID 2300, 2010; actives 0.12% (n = 320,000);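 active = percent inhibition above the cutoff of mean plus 3 SD of all tested compounds, set per screening campaign, cut at about 20% in these data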;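 note: 0% = DMSO wells and 100% = biotin wells as full block of FRET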
#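 Material: NR2E3–RetCOR corepressor complex / Incubation: Compound–protein incubation for 5 h at 4 °C / Dosing: compound at 4.8 µM, single dose / Detection: time-resolved FRET / Benchmarks: high control biotin, low control 0.6% DMSO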
# HIF-2a block – HIF-2a reporter inhibitors, primary screen, luminescence, 786-0 RCC cells. inhibition, % at 18.8 µM. actives 0.72% (n = 360,000). 786-0 RCC cells HIF-2a reporter, luciferase luminescence, overnight;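 active = inhibition of the luminescence signal of 40% or more relative to plate controls, in a single-dose primary screen at 18.75 µM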
# Peg3 prom inh – Peg3 promoter-driven luciferase inhibitors, primary screen, cell-based, HeLa, luciferase luminescence | HeLa PEG-Prom luciferase reporter, overnight | inhibition, % at 20 µM | actives 1.7% (n = 360,000) | AID 588405, 2011;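 active = inhibition of at least 50% at 20 µM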
# iPSC survival up – enhancers of single-cell hiPSC survival, primary screen, ATPlite luminescence; 100% = ROCK inhibitor wells, 0% = DMSO; survival enhancement, % at 20 µM; actives 0.044% (n = 360,000); AID 602274, 2012; in the data active = survival enhancement above about 18%;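 note: cells exposed to compounds for 16 hours before the ATP read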
# NR2E3 ag-2 – NR2E3 agonists in two-hybrid cells, primary screen, cell-based, luminescence, CHO-S, Gal4-NCOR/VP16-NR2E3; inhibition of corepressor binding, % at 3.98 µM; AID 602229, 2012; actives 0.35% (n = 360,000); luciferase;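 active = inhibition above the mean of all tested compounds plus 3 SD, cut at about 70% in these data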;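 note: 0% = DMSO with NR2E3 transfected cells and 100% = cells lacking NR2E3 construct; higher means lower luciferase signal from less NR2E3 corepressor binding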
# CaV13 ICDI inh – Primary screen for inhibitors of IQ motif and Ca2+-dependent inactivation inhibitor domain binding in CACNA1D, Förster resonance energy transfer in living cells, …; HEK cells, CFP/YFP FRET ICDI-IQ, plate reader, 10 min; percent FRET-ratio fall versus neutral wells; inhibition, % at 12.3 µM; actives 0.098% (n = 340,000);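 active = mean replicate inhibition of at least 30% and at least 1% of replicates passing that level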;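 note: 0% = median of the neutral control wells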
# Shn3 3UTR inh – reduction of Shn3 3'UTR firefly luciferase signal, primary screen, Schnurri-3 inhibitor project, cell-based, Clone20 osteoblasts, set 2; actives 0.52% (n = 360,000); Clone20 osteoblast Shn3 3'UTR firefly luciferase, 24 h; inhibition, % at 12.5 µM;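 active = mean inhibition of at least 75% with every replicate also reaching 75%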;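 note: 0% = median of neutral control wells and 100% = pilot-screen positive control compound; some compounds past the cut are filed as inactive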
# H9c2 protect – cardioprotection against H2O2-induced cell death, primary screen, uHTS, H9c2 cells, ATPLite luminescence. H9c2 cardiomyocytes, H2O2 injury protection, 2 h. protection from H2O2 cell death, % at 20 µM. actives 0.63% (n = 360,000). AID 588492, 2011;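 active = compounds giving at least 50% protection of heart cells from peroxide-induced death in the single-dose screen, raw or plate-pattern-corrected value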;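 note: 0% = DMSO wells with peroxide and 100% = DMSO wells without peroxide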
# * marks the source's active call; other numbers are inactive results; · = no result given.
molecule	HIF-2a block	NR2E3 ag-1	MITF TRPM1 inh	Shn3 3UTR inh	Peg3 prom inh	m5-HT2A agonist	PDI inh	NR2E3 ag-2	CaV13 ICDI inh	H9c2 protect	iPSC survival up
CCOC(=O)Cc1csc(SCC(=O)NC2CCCCC2)n1	11	-2	-5	-3	-9	2	-12	20	-5	3	-0.8
Cc1ccc(NC(=O)COC(=O)/C=C/c2cccc(Cl)c2)cc1S(=O)(=O)N1CCOCC1	15	-4	-16	-16	-2	-1	-20	-2	-3	-4	4.1
CCCCn1nc(C(=O)N2CCc3ccccc32)c2ccccc2c1=O	19	-1	16	16	24	-3	-4	-30	-7	3	-0.5
N#Cc1c(N)nc(N2CCCC2)c(C#N)c1-c1ccc(Cl)cc1	20	1	4	1	8	0	0	-8	-5	5	1.1
CCOC(=O)c1cn2nc(Oc3ccc(NC(C)=O)cc3)ccc2n1	-32	1	-35	-5	-30	1	2	8	-3	9	-0.7
Cc1cc(-c2c(C)[nH]n(-c3ccc(Cl)cc3)c2=O)n(-c2ccc(Cl)cc2)n1	-10	-4	13	13	14	-2	-7	-13	-4	6	1.9
Clc1ccccc1Cc1noc(CN2CCN(Cc3ccccn3)CC2)n1	10	-4	24	6	4	-3	4	2	-5	3	1.6
COCCCNc1nnc(Cc2ccccc2)c2ccccc12	20	-2	5	19	14	-1	1	-18	-6	8	-0.4
O=S(=O)(CCc1nnc(-c2ccc(Br)cc2)o1)c1ccc(Cl)cc1	-7	1	-23	-21	-14	3	1	-5	·	0	4.2
Oc1ccc(N2CCN(Cc3nc4ccccc4[nH]3)CC2)cc1	2	0	-6	-27	9	-7	3	-17	-2	0	-0.5
COc1ccc(CNC(=O)CNS(=O)(=O)c2cccs2)cc1	3	0	0	-15	10	2	7	-16	-3	-1	-0.3
CCOc1ccc(S(=O)(=O)c2c(C(=O)c3ccccc3)cnc3cc4c(cc23)OCCO4)cc1	16	0	-1	3	23	-6	7	-32	-3	-6	3.4
NS(=O)(=O)c1cccc(NC(=O)COc2ccc([N+](=O)[O-])cc2)c1	-12	-3	0	-7	-6	7	1	-1	-5	-2	-2.9
Oc1ccc(/C=N/NC(=S)NC2CC3CCC2C3)cc1 (stereo not given)	-287	1	-26	-13	-160	-6	0	-90	7	-10	-0.7
Cc1ccc(C(=O)Nc2ccc(N3CCCC3)cc2)c(C)c1	-39	0	-3	-14	-32	-4	0	-23	-5	-3	3.8
O=C(Nc1nnc(C2=COCCO2)o1)c1ccc(S(=O)(=O)N2CCOCC2)cc1	17	2	14	-11	22	7	21	14	2	5	-0.4
O=C(Nc1ccc(F)cc1)C(c1ccccc1)N1CCN(C(=O)c2ccco2)CC1 (stereo not given)	-15	-2	-6	-16	-7	9	-1	2	-4	0	-0.6
O=C(COC(=O)Cc1ccccc1[N+](=O)[O-])Nc1nnc(-c2ccccc2)o1	1	1	-2	-7	5	13	-2	8	-6	8	0.3
O=C(Nc1cccnc1)c1ccc(S(=O)(=O)N2CCCCCC2)cc1	-8	-1	3	10	14	7	15	-20	·	-7	3.4
CC(C)c1ccc(/C=C(\NC(=O)c2ccccc2)C(=O)NCCCn2ccnc2)cc1	16	4	0	2	-8	-6	-4	3	-7	6	-0.2

# 4 records drawn at random from those above:
molecule	HIF-2a block	NR2E3 ag-1	MITF TRPM1 inh	Shn3 3UTR inh	Peg3 prom inh	m5-HT2A agonist	PDI inh	NR2E3 ag-2	CaV13 ICDI inh	H9c2 protect	iPSC survival up
NS(=O)(=O)c1cccc(NC(=O)COc2ccc([N+](=O)[O-])cc2)c1	-12	-3	0	-7	-6	7	1	-1	-5	-2	-2.9
Oc1ccc(/C=N/NC(=S)NC2CC3CCC2C3)cc1 (stereo not given)	-287	1	-26	-13	-160	-6	0	-90	7	-10	-0.7
O=C(Nc1ccc(F)cc1)C(c1ccccc1)N1CCN(C(=O)c2ccco2)CC1 (stereo not given)	-15	-2	-6	-16	-7	9	-1	2	-4	0	-0.6
O=C(COC(=O)Cc1ccccc1[N+](=O)[O-])Nc1nnc(-c2ccccc2)o1	1	1	-2	-7	5	13	-2	8	-6	8	0.3

# Next part:
molecule	HIF-2a block	NR2E3 ag-1	MITF TRPM1 inh	Shn3 3UTR inh	Peg3 prom inh	m5-HT2A agonist	PDI inh	NR2E3 ag-2	CaV13 ICDI inh	H9c2 protect	iPSC survival up
CCc1nc(Nc2ccccc2)c2nnn(Cc3ccccc3)c2n1	12	2	18	18	21	-2	16	-5	-2	-12	-0.3
O=C(CSc1c[nH]c2ccccc12)NC1CCCC1	-6	3	21	-32	0	1	-2	2	-4	-2	-0.2
Cc1cc(C)c(C)c(S(=O)(=O)N2CCC(C(=O)NCCCN3CCCC3=O)CC2)c1C	16	3	-1	5	-15	-2	-14	40	-3	1	0.3
COc1ccc(OC)c(C(=O)CCCCC(=O)c2cc(OC)ccc2OC)c1	-2	·	·	17	-3	-4	-5	-20	-6	-12	-3.0
Cc1ccc(S(=O)(=O)N2CCCC2)cc1C(=O)NCC(C)(C)N1CCOCC1	-5	3	-5	24	14	-4	13	-12	-2	2	0.4
Cc1ccc(C(=O)NC2CCN(C(=O)NC3CCCCC3)CC2)cc1	5	·	4	2	8	0	-1	-7	-5	0	-4.2
Clc1ccc(-c2ncc3ccccn23)cc1	-225	-1	-61	-41	-190	0	-3	-43	-10	0	0.0
COc1ccc(-c2ccc(CN3C(CC(C)C)C(=O)N(Cc4cn(CC5CCCCC5)nn4)CCS3(=O)=O)cc2)cn1 (stereo not given)	7	·	·	25	33	9	-4	-25	-8	0	-1.9
CN(Cc1cnc2nc(N)nc(N)c2n1)c1ccc(C(=O)NC(CCC(=O)O)C(=O)O)cc1 (stereo not given)	30	·	28	45	5	8	-2	62	-2	5	3.2
O=C(Cc1ccc([N+](=O)[O-])cc1)N1N=C(C2CC2)CC1(O)C(F)(F)F (stereo not given)	23	0	4	5	16	2	-4	-82	-11	-4	-0.1

# 3 of the entries above in order of the PDI inh value, rising:
molecule,PDI inh
Cc1cc(C)c(C)c(S(=O)(=O)N2CCC(C(=O)NCCCN3CCCC3=O)CC2)c1C,-14
COc1ccc(OC)c(C(=O)CCCCC(=O)c2cc(OC)ccc2OC)c1,-5
O=C(Cc1ccc([N+](=O)[O-])cc1)N1N=C(C2CC2)CC1(O)C(F)(F)F (stereo not given),-4

# (list continues)
molecule	HIF-2a block	NR2E3 ag-1	MITF TRPM1 inh	Shn3 3UTR inh	Peg3 prom inh	m5-HT2A agonist	PDI inh	NR2E3 ag-2	CaV13 ICDI inh	H9c2 protect	iPSC survival up
COc1ccccc1CNC(=O)C(=O)NCC1OCCN1S(=O)(=O)c1ccc(Br)cc1 (stereo not given)	14	4	17	19	8	4	-29	0	·	4	-0.3
COC(=O)CC1COc2ccccc2N1S(=O)(=O)c1ccc(Br)cc1 (stereo not given)	11	-5	-3	2	38	6	-3	-24	-19	-7	-0.3
CCCCc1cc(=O)oc2cc(C)cc(OCC(=O)N3CCC(C(N)=O)CC3)c12	-5	3	3	-17	15	-2	·	-16	·	1	0.2
CC(=O)Nc1ccc(Nc2cc(C)nc(Nc3ccc(NC(C)=O)cc3)n2)cc1	1	2	-6	0	9	0	5	-20	-14	25	-2.2
COc1cc(Br)cc(/C=N/N(CCO)C2=NS(=O)(=O)c3ccccc32)c1OC	26	1	-1	78	7	0	-5	-6	-13	12	-0.6
COc1ccccc1-c1nnc(SCC(=O)Nc2ccc(S(N)(=O)=O)cc2)n1N	4	-1	3	5	5	-4	4	-7	8	5	3.2
Cc1ccc(NC(=O)CCn2c(=O)oc3ccccc32)c(C)c1	6	2	-22	-1	2	-1	-15	-20	-4	4	3.1
CCC(=O)Nc1ccc2c(c1)nc1n2CCSC1	-55	-1	-20	-15	-33	0	-7	-19	-3	0	0.5
CC(=O)C1=C(C)OC2(O)c3ccccc3C(=O)C12O (stereo not given)	16	-1	·	-2	2	0	25	-23	-3	5	-0.2
OCC(O)CN(c1ccccc1)c1ccccc1 (stereo not given)	14	4	-8	1	14	-2	2	-25	6	6	0.4
COc1ccccc1NC(=O)CSc1nnc(-c2ccncc2)n1CC1CCCO1 (stereo not given)	7	-2	1	0	10	1	-6	3	·	-1	-0.2
O=C(/C=C\c1cccs1)N1CCN(Cc2ccc3c(c2)OCO3)CC1	-11	-2	3	76	2	-3	-3	-25	-3	-3	-0.3
COC(=O)[C@H]1C[C@H](OC(=O)NCC2CCCCC2)[C@@]2(O)CN(S(=O)(=O)c3ccc(C)cc3)CC2[C@H]1C(=O)OC (stereo not given in full)	-107	·	·	-6	3	-1	-4	-19	-5	-4	-2.2
COc1ccc(C2=NN(c3nc4ccccc4s3)C(=O)/C2=C\N(C)C)cc1	0	7	-10	-22	27	1	0	-43	-5	4	1.8
NC(=S)N1CCCc2ccccc21	7	-8	1	-46	7	2	-3	-32	-1	-1	0.7
COc1ccc(NC(=O)Nc2ccc([N+](=O)[O-])cc2)cn1	-129	1	-50	12	-110	5	10	-27	-8	-10	-0.2
CN(/C=C/c1c([N+](=O)[O-])c(=O)n(C)c(=O)n1C)c1ccccc1	24	-1	8	-10	5	0	5	0	6	4	0.1
